Assay outcomes from PubChem BioAssay.
Salmonella PhoP GFP: PhoP-dependent GFP reporter repression – Salmonella Typhimurium, primary screen (AID 1863); S. Typhimurium PhoP-regulated promoter GFP reporter, 4 h; higher % means a stronger effect; inhibition, % at 50 µM, or IC50 in µM where a hit was titrated; 300,000 tested, 0.16% active;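 active = inhibition over 29.93%, a cutoff 3 SD above the screen mean, later confirmed by dose response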;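 also: 0% = low Mg2+ inducing control and 100% = high Mg2+ repressing control; strong numbers were not always called active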
West Nile antiviral: West Nile virus antiviral activity, cell-based, CPE readout (AID 1621); West Nile virus-infected cells, CPE inhibition; higher % means a stronger effect; CPE inhibition, % at 10 µM; hits with a dose series show IC50 in µM; 290,000 tested, 0.02% active; in the data active = a potency from the dose series; also: strong numbers were not always called active
KOR beta-arrestin-1: kappa opioid receptor activators – cell-based, luminescence, uHTS, primary screen (AID 1777). KOR beta-arrestin recruitment, luminescence; higher % means a stronger effect. activation, % at 10 µM; hits with a dose series show EC50 in µM. 280,000 tested, 0.02% active; in the data active = activation above about 50%, passing the limit was not always enough; also: a part of the inactive calls stands beside numbers as strong as those of hits
GPR55 activation: GPR55 agonists via beta-arrestin recruitment, primary screen, imaging, U2OS cells, beta-arrestin-GFP redistribution (AID 1961). U2OS GPR55 beta-arrestin-GFP redistribution imaging; higher % means a stronger effect. one-dose activation, % at 10 µM; EC50 in µM for titrated hits. 290,000 tested, 0.048% active;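 active = activation above 40% with more than 50 cells counted in the well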;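 also: U2OS osteosarcoma cells stably expressing GPR55 and beta-arrestin-GFP; plate controls were DMSO negative control for no effect and LPI positive control for full effect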
GPR35 arrestin U2OS: GPR35 antagonists blocking zaprinast-driven arrestin recruitment, primary screen, imaging, U2OS, beta-arrestin-GFP, zaprinast agonist (AID 2058) | one-dose inhibition, % at 10 µM; IC50 in µM for titrated hits | 290,000 tested, 0.052% active | U2OS GPR35 beta-arrestin-GFP translocation imaging, zaprinast antagonism; higher % means a stronger effect;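 active = inhibition of at least 50% with at least 30 cells and total cytoplasm GFP at most 10,000,000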
T cell HTS: modulates CD8 T cell binding to vesicles | 2C CD8+ T cell-vesicle binding, flow cytometry; active compounds read low | calls only at 7 µM | 330,000 tested, 0.068% active;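 active = response, share of CD8 T cells binding vesicles, and their 90th percentile fluorescence all below set limits, cut at about 80% in these data, passing the limit was not always enough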
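Assay system – 2C mouse CD8+ T cells · Also added – QL9-loaded Drosophila micro-vesicles · Timing – Cell–vesicle co-incubation 1.5 h at 37 °C, staining 20 min on ice · Signal – flow cytometry of vesicle-bound cells · Measure – percent CD8+ FL2 mean versus row control · Controls – Peptide-free naked vesicles (low) and QL9 vesicles with 0.7% DMSO vehicle (high)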
KOR beta-arrestin-2: KOR antagonists, beta-arrestin recruitment, cell-based, luminescence, uHTS (AID 1778); one-dose inhibition, % at 10 µM; IC50 in µM for titrated hits; 290,000 tested, 0.091% active; KOR beta-arrestin recruitment, luminescence, antagonist mode; higher % means a stronger effect; in the data active = inhibition above about 50%; also: strong numbers were not always called active
NTR1 ag: agonists of NTR1, primary screen, imaging, U2OS cells, beta-arrestin-GFP, high content (AID 493036). 330,000 tested, 0.17% active. P30989. NTR1-U2OS beta-arrestin-GFP spot imaging, agonist mode. activation, % at 20 µM;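 active = activation at or above 40% of the spot to cytoplasm intensity ratio, with at least 20 cells analyzed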;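 also: 0% = DMSO without peptide and 100% = 100 nM NTR1 peptide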
Target sequence (P30989 whole entry, looked up): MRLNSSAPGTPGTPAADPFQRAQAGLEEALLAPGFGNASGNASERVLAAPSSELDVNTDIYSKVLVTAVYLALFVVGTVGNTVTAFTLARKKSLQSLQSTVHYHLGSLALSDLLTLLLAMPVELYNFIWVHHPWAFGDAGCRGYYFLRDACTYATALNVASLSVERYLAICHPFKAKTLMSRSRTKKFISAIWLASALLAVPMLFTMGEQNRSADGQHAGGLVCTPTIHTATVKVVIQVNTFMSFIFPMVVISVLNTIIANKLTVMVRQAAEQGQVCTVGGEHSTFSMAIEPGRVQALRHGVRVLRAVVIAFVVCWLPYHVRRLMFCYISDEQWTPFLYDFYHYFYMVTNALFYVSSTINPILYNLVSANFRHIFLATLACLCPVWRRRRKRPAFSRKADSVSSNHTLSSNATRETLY
GPR55 antagonists: inhibition of LPI-stimulated GPR55 beta-arrestin translocation – imaging, U2OS, beta-arrestin-GFP, LPI agonist, primary screen (AID 2013); U2OS GPR55 beta-arrestin-GFP translocation imaging, LPI antagonism; higher % means a stronger effect; 290,000 tested, 0.13% active; inhibition, % at 10 µM, or IC50 in µM where a hit was titrated;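 active = spots per cell inhibited over 60%, with over 100 cells counted and total cytoplasm intensity under 500,000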;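 also: U2OS cells stably carrying GPR55 and arrestin-GFP stimulated by 5 µM LPI near EC80; imaged beta-arrestin-GFP aggregate spots per cell after agonist stimulation; plate controls were LPI-stimulated DMSO wells for no effect and DMSO wells without LPI for full effect; some results filed as inactive read as strong as hits; confirmed hits need IC50 under 10 µM and bright autofluorescent wells are also inconclusive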
T cell HTS vesicle-bound %: further read-out of T cell HTS, marked with its call; double positive events, %; measured here: CD8+ vesicle-bound cell fraction;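 binding gate set so that unloaded-vesicle control wells show 10% double positive cells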
NTR1 ag cell count 20 µM: also measured in NTR1 ag; calls as there; cell count; measured here: cell count, cytotoxicity flag
The depositor's hits bear a star; i = inactive; nt = no result given; [ ] = dose if it differs, or a comment.

structure,T cell HTS vesicle-bound %,GPR35 arrestin U2OS,GPR55 activation,T cell HTS,KOR beta-arrestin-1,KOR beta-arrestin-2,West Nile antiviral,GPR55 antagonists,NTR1 ag,Salmonella PhoP GFP,NTR1 ag cell count 20 µM
COC(=O)c1ccc(/C=N/N2CCN(Cc3ccc(Cl)cc3)CC2)cc1,36,-2%,0.0%,i,2.9%,26%,-0.8%,4%,2.2,-6%,58
CCN(CC)C(=O)NC(c1ccc(C)c(F)c1)C(Cl)(Cl)Cl (stereo unspecified),33,9%,0.2%,i,-1.0%,5%,-0.9%,4%,1.2,5%,49
COC(C[C@H](O)C[C@H](O)[C@H](C)OCc1ccccc1)OC,36,-9%,-0.1%,i,-1.9%,-10%,0.2%,2%,0.4,8%,38
CCOc1ccc(N(CC(N)=O)S(=O)(=O)c2ccc(F)cc2)cc1,51,-11%,-0.2%,i,-0.5%,-29%,1.2%,20%,-1.1,-7%,69
COc1ccc(CC(=O)NCCCc2ccccc2)cc1OC,54,2%,-0.1%,i,3.8%,6%,-0.7%,6%,-1.2,1%,99
O=c1[nH]c(Cc2ccc(F)cc2)nc2scc(-c3ccc(F)cc3)c12,45,-1%,0.2%,i,0.1%,nt,-0.9%,9%,3.5,-14%,51
CCN(CC)CCn1c2ccccc2c2cnc(N)c(C#N)c21,39,18%,-0.3%,i,-1.5%,4%,1.8%,44%,-0.2,-21%,53
CCC(C)c1ccccc1NC(=O)C(C)N(C)Cc1cccc(OC)c1 (stereo unspecified),46,12%,0.0%,i,6.0%,3%,-1.2%,-3%,3.1,5%,65
CCOC(=O)C1CCN(S(=O)(=O)c2c(C)noc2C)CC1,26,-1%,-0.2%,i,9.3%,-27%,-0.3%,-6%,1.6,-2%,68
COc1cccc(CN2CCN(Cc3cccn3-c3cccnc3)CC2CCO)c1 (stereo unspecified),56,-5%,0.2%,i,nt,-10%[20 µM],-1.3%,7%,-0.6,8%,70
COc1ccc(NC(=O)Cn2nc(C(F)(F)F)c3c2CCCC3)c(OC)c1,50,1%,-0.1%,i,-2.8%,44%,-0.7%,15%,-1.1,-8%,78
CCOc1cccc2c1OC1(C)CC2NC(=O)N1Cc1ccccc1 (stereo unspecified),nt,-13%,1.5%,nt,0.8%,0%,-0.2%,11%,nt,0%,nt
c1ccc(-n2cnc3ccccc32)cc1,2,-13%,-0.4%,i,-2.5%,-18%,-0.1%,-3%,2.9,-6%,40
CSc1ccccc1NC(=O)Nc1cccc(Cl)c1Cl,42,-6%,0.1%,i,-5.9%,-59%,-0.2%,12%,2.2,-7%,62
CC1=CN2C(=NC(=O)CC2(C)C(=O)N(CC(=O)NC2CCCC2)c2ccccc2C)C=C1 (stereo unspecified),40,18%,-0.2%,i,-3.7%,-9%,0.1%,-5%,11,4%,106
Cc1cccc(N2CCN(C(=O)CCCn3c(=S)[nH]c4cc5c(cc4c3=O)OCO5)CC2)c1C,18,10%,0.0%,i,6.9%,-34%,nt,15%,6.2,4%,74
CCCCNC(=O)c1ccc(NC(C)=O)c(Cl)c1,29,-11%,-0.2%,i,-0.6%,-3%,0.5%,5%,1.1,-6%,28
COc1ccc(C(=O)NNC(=O)CCC(=O)NNC(=O)c2ccc(OC)cc2)cc1,27,-9%,-0.1%,i,-2.4%,21%,0.2%,8%,-0.9,-7%,59
O=S(=O)(NC1=NCCCCCC1)c1cccs1,32,10%,0.2%,i,16%,-13%,0.8%,-8%,1.6,1%,50
COc1ccccc1NC(=O)COC(=O)c1cnc(C)cn1,66,12%,-0.1%,i,-3.9%,1%[20 µM],0.3%,-3%,-1.5,5%,25
O=C(/C=C/c1ccc(Cl)cc1Cl)NCCSCc1ccccc1,47,4%,1.0%,i,0.1%,12%,-1.0%,4%,6.4,-23%,72
CN(C)c1ncccc1-c1nc2ccccc2s1,58,-14%,-0.4%,i,-1.4%,-4%,-0.1%,-12%,1.5,-9%,45
O=C(Nc1ccc(N2CCOCC2)c(Cl)c1)C1CCCCC1,50,19%,-0.1%,i,-3.5%,-27%,0.8%,4%,1.4,8%,81
O=C1c2cccc3cccc(c23)C(=O)N1CCCN(C(=O)c1cccs1)c1cccc(F)c1,41,-8%,-0.2%,i,1.3%,-20%,-1.4%,3%,5.9,1%,51
COc1ccc(NC(=O)CSc2nncn2N)c(OC)c1,74,-4%,-0.1%,i,2.3%,6%,-0.1%,13%,-0.5,4%,68
Cc1nc2scc(-c3ccccc3)c2c(=O)n1N=C1C=CC(=O)C=C1,nt,47%,0.7%,nt,nt,9.2µM*,-0.4%,27%,-1.2,4%,13
O=C1[C@@H]2C(c3cccnc3)=NO[C@@H]2C(=O)N1c1ccc2ccccc2c1,23,11%,-0.2%,i,1.6%,-32%,-0.2%,3%,-0.4,-4%,45
CC(=O)c1ccc(NC(=O)CSc2nnc(Cn3c(=O)sc4ccccc43)n2C)cc1,66,8%,-0.1%,i,1.9%,34%,-0.1%,-3%,-0.6,2%,52
CN1C(=O)Cn2c1nc1ccccc12,36,7%,-1.0%,i,nt,nt,0.3%,-6%,-1.9,6%,32
CCN1CCN(C(=O)CCc2nnc3ccc(N4CCN(c5cccc(OC)c5)CC4)nn23)CC1,15,-3%,-0.2%,i,-5.1%,14%,1.4%,2%,-1.2,-8%,60
CC(=O)N1CCC(N(CCN2CCOCC2)C(=S)Nc2c(C)cccc2C)CC1,44,-5%,-0.2%,i,11%,7%,-0.7%,15%,3.4,-8%,56
CCOC(=O)c1c(NC(=O)C2CCN(S(=O)(=O)c3cccs3)CC2)sc(C)c1C,48,2%,-0.1%,i,-2.4%,47%,1.0%,13%,0.9,-5%,49
CC(C)Cn1cnc2c1c(=O)n(CC(=O)NN)c(=O)n2Cc1ccccc1,65,7%,-0.1%,i,-5.8%,12%,-0.1%,-1%,-0.6,-8%,77
O=C(Cn1[nH]c(=O)c2ccccc2c1=O)OCC(=O)N(Cc1ccccc1)Cc1ccccc1,46,-14%,0.3%,i,-1.8%,-12%,0.2%,7%,-0.6,18%,57
O=C(O)c1ccccc1C(=O)c1ccc(Br)s1,65,15%,0.0%,i,1.4%,7%,0.4%,8%,0.1,-3%,41
S=C(Nc1ccc2nc(-c3ccccn3)c(-c3ccccn3)nc2c1)N1CCCCCC1,41,11%,0.1%,i,-6.2%,7%,-0.4%,8%,4.8,-10%,80
O=S(=O)(c1ccc(OCC(O)CNC23CC4CC(CC(C4)C2)C3)c(Cl)c1)N1CCOCC1 (stereo unspecified),32,26%,0.5%,i,-4.6%,10%,-1.4%,-9%,1.6,7%,60
CCC(=O)NC(Nc1cccc(C)n1)(C(F)(F)F)C(F)(F)F,41,-4%,-0.1%,i,-3.9%,10%,-0.1%,1%,-0.6,-7%,90
Cc1cccc(C(=O)Nc2ccc(N3CCN(C(=O)c4ccco4)CC3)cc2)c1,12,-9%,-0.2%,i,-3.2%,-2%,1.8%,1%,-0.6,-4%,39
CCCN(CC(=O)Nc1cccc(S(N)(=O)=O)c1)CC(=O)Nc1ccc(F)c(F)c1F,28,-8%,-0.2%,i,-2.6%,13%,1.3%,1%,0.9,1%,72
Cc1ccn2cc(-c3cccc([N+](=O)[O-])c3)nc2c1,52,-8%,0.2%,i,7.5%,-64%[20 µM],0.3%,11%,3.6,2%,62
CC(=O)c1sc(NCc2ccc(C)cc2)nc1C,30,5%,nt,i,1.2%,-2%,-0.4%,-6%,0.5,8%,52
Cc1ccccc1-n1ncc2c1CC(C)(C)CC2NC(=O)C1=CC(=O)CC(C)(C)O1 (stereo unspecified),65,-4%,-0.1%,i,0.0%,2%,-0.7%,12%,2.2,2%,62
COc1ccc2[nH]c(C)c(CCN3C(=O)C4CC=CCC4C3=O)c2c1 (stereo unspecified),53,-14%,-0.1%,i,8.8%,14%,-0.8%,9%,2.2,6%,53
COc1cc(SC)ccc1C(=O)Nc1nccs1,64,-2%,0.2%,i,nt,-31%[20 µM],-0.2%,1%,1.3,-4%,66
COc1ccc(C(=O)NCC(=O)OCC(=O)N2CCc3ccccc32)cc1,19,-1%,-0.2%,i,-3.1%,6%,0.0%,-3%,-0.1,-7%,30
COc1ccc2c(C)cc(N3CCCCCC3)nc2c1,38,1%,-0.6%,i,-7.0%,7%,-0.7%,18%,1.1,-6%,30
CCc1ccc(S(=O)(=O)Nc2cc3c(cc2N2CCOCC2)n(C)c(=O)c(=O)n3C)cc1,1,4%,0.2%,i,-2.0%,-4%,0.2%,-14%,4.0,-15%,63
c1ccc2c(c1)nc1sccn12,8,14%,0.7%,i,4.7%,-35%,-0.3%,15%,0.4,10%,85
Cc1ccc(NCN2C(=O)C3CC=C(Cl)CC3C2=O)cc1 (stereo unspecified),7,8%,-0.1%,i,5.7%,-47%,0.9%,5%,1.3,-10%,32
COc1ccccc1-c1nc(-c2ccc(C)nc2OC)no1,15,8%,0.5%,i,-3.7%,23%,0.3%,-5%,-0.4,-4%,81
Cc1c(C(=O)NCc2ccccn2)sc2nc(-c3ccc(F)cc3)cn12,41,2%,0.1%,i,-4.2%,-3%,-0.9%,0%,-0.7,1%,88
Cc1cccc(-c2c(O)cc(=O)[nH]c2Cl)c1,58,4%,0.0%,i,-3.3%,14%,nt,-1%,-0.5,-1%,94
COCCNC(=O)c1cc(Br)ccc1Cl,7,-8%,0.3%,i,-0.7%,-12%,-0.3%,6%,-1.6,-6%,97
O=C(c1ccc2c(c1)OCO2)N(Cc1cccs1)C1(C(=O)NC2CCCCC2)CCCCC1,54,-7%,-0.4%,i,8.9%,18%,-2.4%,12%,nt,8%,nt
COc1ccccc1NC(=O)CCc1nc(-c2ccccc2F)no1,9,-3%,0.2%,i,-2.6%,-28%[20 µM],0.1%,6%,-0.3,-9%,45
